Screening results (PubChem)
WRN inhibitor – qHTS for Inhibitors of WRN Helicase. Bifunctional 3'-5' exonuclease/ATP-dependent helicase WRN (Homo sapiens), Q14191. WRN helicase unwinding, fluorescent forked duplex, kinetic. AID 651768, 2012. 360,000 compounds, 0.46% hits. Potency, µM (series often up to 114 µM), inactives show at the highest dose activity change, negative = inhibition, actives largely listed as inhibitors; further: potency means the concentration at half of the fitted maximal effect; on the % scale 0 is the no-effect control and ±100 the full control effect; nearly all actives have a fitted effect of over 55% in size
Target sequence (Q14191 whole entry, looked up): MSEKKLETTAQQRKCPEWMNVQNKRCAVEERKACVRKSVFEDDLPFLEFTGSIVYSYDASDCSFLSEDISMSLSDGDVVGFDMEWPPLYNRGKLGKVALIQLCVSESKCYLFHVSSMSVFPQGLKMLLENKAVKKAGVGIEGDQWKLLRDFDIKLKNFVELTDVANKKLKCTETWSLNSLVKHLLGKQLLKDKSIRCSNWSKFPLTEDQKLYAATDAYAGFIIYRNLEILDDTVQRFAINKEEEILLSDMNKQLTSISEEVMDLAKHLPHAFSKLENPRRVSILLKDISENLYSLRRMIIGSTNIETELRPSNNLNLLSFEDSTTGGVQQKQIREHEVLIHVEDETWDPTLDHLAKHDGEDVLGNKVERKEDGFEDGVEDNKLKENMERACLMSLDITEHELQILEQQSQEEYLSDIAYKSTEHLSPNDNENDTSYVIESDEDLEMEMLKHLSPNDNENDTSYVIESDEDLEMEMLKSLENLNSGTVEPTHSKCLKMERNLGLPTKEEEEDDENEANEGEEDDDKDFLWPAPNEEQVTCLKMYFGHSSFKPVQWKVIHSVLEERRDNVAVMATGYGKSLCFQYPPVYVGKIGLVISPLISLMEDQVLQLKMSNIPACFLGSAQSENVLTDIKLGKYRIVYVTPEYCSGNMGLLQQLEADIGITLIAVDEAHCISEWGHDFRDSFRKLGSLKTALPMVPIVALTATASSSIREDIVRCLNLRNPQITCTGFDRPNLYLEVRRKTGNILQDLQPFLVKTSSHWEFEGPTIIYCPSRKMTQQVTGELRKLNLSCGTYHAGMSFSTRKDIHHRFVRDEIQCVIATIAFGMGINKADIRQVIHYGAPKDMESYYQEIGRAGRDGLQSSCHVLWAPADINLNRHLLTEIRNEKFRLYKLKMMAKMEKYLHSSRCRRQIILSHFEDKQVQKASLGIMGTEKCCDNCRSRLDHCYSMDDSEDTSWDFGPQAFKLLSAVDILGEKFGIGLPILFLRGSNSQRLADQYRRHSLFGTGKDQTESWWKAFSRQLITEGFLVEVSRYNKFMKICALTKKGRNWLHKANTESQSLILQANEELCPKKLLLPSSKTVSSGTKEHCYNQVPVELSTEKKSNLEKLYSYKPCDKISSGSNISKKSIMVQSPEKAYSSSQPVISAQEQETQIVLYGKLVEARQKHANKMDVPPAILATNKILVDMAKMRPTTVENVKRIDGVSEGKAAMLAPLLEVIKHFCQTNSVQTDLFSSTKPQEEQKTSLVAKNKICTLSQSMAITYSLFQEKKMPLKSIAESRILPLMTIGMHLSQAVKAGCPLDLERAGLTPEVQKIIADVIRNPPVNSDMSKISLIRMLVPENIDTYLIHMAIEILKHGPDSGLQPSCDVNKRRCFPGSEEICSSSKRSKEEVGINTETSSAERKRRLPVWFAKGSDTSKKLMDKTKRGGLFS
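Primary qHTS, 1536-well format. 20 nM WRN + compound, 15 min RT; start with 100 nM forked fluorophore/quencher duplex, 2 mM ATP (final); kinetic read ex 525/em 598 nm.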
IL-2 act – qHTS of IL-2 Activators; IL-2 activation reporter assay, cell-based qHTS; stimulated with anti-CD3/CD4/CD28 beads; in transgenic mouse T cells; activation, % (series mostly up to about 46 µM); 360,000 compounds, 0.065% hits; in the data active means activation above about 50%; inconclusive means mostly about 30% to 49%; further: 0% is about no effect
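Using fluorescent plate cytometry, EGFP and DsRed are detected in transgenic mouse T cells stimulated 18 h at 37 degrees C with antibody-coated beads after 60 min compound pretreatment.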
DRD3 antagonist – qHTS of D3 Dopamine Receptor Antagonist: qHTS | D3R cells, DiscoveRx beta-arrestin luminescence, antagonist mode; hits give low values | 360,000 compounds, 2.5% hits | D(3) dopamine receptor (Homo sapiens), P35462 | max response, negative = inhibition, %; in the data active means max response below about -50%; inconclusive means no clear call, values can overlap the other calls; further: on the % scale 0 is the no-effect control and ±100 the full control effect; mostly tested at two doses, the higher about 12 µM
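Cells plated overnight at 1500 cells/well, then exposed to library compounds with dopamine controls for 90 minutes at 37 degrees C. DiscoveRx reagent added for 30–60 minutes at room temperature; luminescence read, quantitative HTS format.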
GLP1R cytotox – qHTS of GLP-1 Receptor Inverse Agonists: Cytotox Screen | Potency, µM (highest dose often 38.3 µM), inactives show at the top dose activity change, negative = inhibition, hits mostly inhibitors | AID 624418, 2012 | HEK293 cAMP-luciferase reporter cells, luminescence, 24 h | 410,000 compounds, 0.13% hits;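 further: loss of luciferase light is scored as toxicity; potency means the concentration at half of the fitted maximal effect; on the % scale 0 is the no-effect control and ±100 the full control effect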
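Quantitative HTS format, 1536 wells, 200 cells/uL seeded. Compounds: 23 nL, 24 h, 37 °C. Detection: luciferase reagent, luminescence at 12 min RT; decreased signal taken as cytotoxic.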
GLP1R inv ag – qHTS of GLP-1 Receptor Inverse Agonists (Inhibition Mode); Glucagon-like peptide 1 receptor (Homo sapiens), P43220; HEK293 GLP-1R CRE-luciferase, luminescence, 24 h; GLP-1R form is constitutively active; AID 624417, 2012; 410,000 compounds, 1.6% hits; Potency, µM (top dose mostly 38.3 µM), inactives show top-dose activity change, negative = inhibition, hits mostly inhibitors; further: potency means the concentration at half of the fitted maximal effect; on the % scale 0 is the no-effect control and ±100 the full control effect; nearly all actives have a fitted effect of over 55% in size
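Stable HEK293 clone (constitutively active GLP-1R + cAMP-response luciferase); 200 cells/uL plated, 12 h pre-culture, compound 24 hr, 37 deg C/5% CO2; detection reagent 12 min RT; luminescence.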
GLP-1R agonist – qHTS of GLP-1 Receptor Agonists. Glucagon-like peptide 1 receptor (Homo sapiens), P43220. HEK293 GLP-1R CRE-luciferase, luminescence, 4-6 h; cells express a hypersensitive GLP-1R form. Potency, µM (titrated, usually from 45.6 µM), inactives show top-dose activation, actives largely listed as activators. 380,000 compounds, 0.007% hits. AID 624172, 2012; further: potency means the concentration at half of the fitted maximal effect; % of control where 0% means no effect
PLK1 PBD block – qHTS for Inhibitors of PLK1-PDB (polo-like kinase 1 - polo-box domain): Primary Screen | Serine/threonine-protein kinase PLK1 (Homo sapiens), P53350 | Plk1 PBD binding of FITC phosphopeptide, fluorescence polarization | Potency, µM, inactives show max response, negative = inhibition, usual class: inhibitors | 360,000 compounds, 2.8% hits; further: potency means the concentration at half of the fitted maximal effect; series mostly up to about 57 µM; on the % scale 0 is the no-effect control and ±100 the full control effect; nearly all actives have a fitted effect of over 65% in size
PI5P4K alpha inh – qHTS for Inhibitors of phosphatidylinositol 5-phosphate 4-kinase (PI5P4K) | PI5P4Kalpha enzyme, ADP-Glo luminescence, 60 min; hits give low values | max response, % | 330,000 compounds, 1.2% hits; active means max response of -50% or lower; inconclusive means between -30% and -50%; inactive means -30% or higher; further: value at the top dose of about 77 µM; on the % scale 0 is the no-effect control and ±100 the full control effect
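Quantitative HTS of the MLSMR library against PI5P4Kalpha with substrate. ATP added last at 5 microM final; room temperature, 60 minutes. Remaining ATP depleted, ADP converted and read as luminescence.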
D3 ag – qHTS of D3 Dopamine Receptor Agonist: qHTS; D(3) dopamine receptor (Homo sapiens), P35462; D3R DiscoveRx beta-arrestin cells, luminescence, 90 min; max activation, %; 410,000 compounds, 0.58% hits; in the data active means max activation above about 30%; further: 0% is about no effect; mostly tested at two doses, the higher about 12 µM
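Cells at 1500/well, incubated overnight, then treated with pinned compounds (dopamine as control) for 90 min at 37 degrees C. DiscoveRx reagent added for 30 - 60 minutes at room temperature; luminescence read.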
Active calls of the source: *; ? = inconclusive; · = not tested or not shown; & = joins results of further samples; [ ] = another dose, or the depositor's remark. Unless noted, the call rests on the fitted dose curve; in most records, active means well fitted curve in the direction sought with a large enough effect; inconclusive means small, poorly fitted or top-dose-only effect, or another doubt; inactive means no such curve, though single readings can be large; an effect the other way counts as inactive or inconclusive.

SMILES	WRN inhibitor	IL-2 act	DRD3 antagonist	GLP1R cytotox	GLP1R inv ag	GLP-1R agonist	PLK1 PBD block	PI5P4K alpha inh	D3 ag
O=C(C1CCCO1)N1CCN(S(=O)(=O)c2ccc(Br)cc2)CC1 (stereo not given)	-4%	-0.5	7	6%	0%	-4%	-2%	10	1
COc1cccc(-n2c(-c3ccco3)nc3c(cnn3-c3ccccc3C)c2=O)c1	·	·	·	-5%	-13%	3%	·	·	-14
C#CC1(NC(=O)NC(C)(C)C)CCCCC1	-2%	-1.6	11	2%	12%	-2%	2%	2	3
CN1Cc2c(N3CCOCC3)nc3sc(C(=O)c4ccc(Br)cc4)c(N)c3c2CC1(C)C	-12%	-3.2	-50*	23%	?	1%	-1%	0	-22
COC(=O)C(C)Sc1nc2c(c(=O)n(C)c(=O)n2C)n1CCC(C)C (stereo not given)	1%	-2.8	16	9%	28%	19%	-4%	4	12
N#CCC(=O)c1sccc1-n1cccc1	?	-0.2	7	30%	12%	-1%	?	-13	0
ClCCn1cnc2c(SCc3ccccc3Cl)ncnc21	-22%	-0.9	38	1%	-55%	?	-7%	12	12
COc1ccc(C2=Nc3ccccc3N(C(=O)Cc3cc(OC)cc(OC)c3)C2C(=O)NC(C)C)cc1 (stereo not given)	-1%	0.5	-8	0%	-9%	·	-16%	-2	-3
CCC(=O)Nc1ccc(C(=O)OCc2ccc(Cl)c(Cl)c2)cc1	-9%	-0.5	0	17%	4%	0%	-4%	19	-3
COC(=O)COc1ccc(S(=O)(=O)N2CCCCCC2)cc1	0%	1.5	3	-2%	6%	4%	-11%	3	8
CCOc1ccc(Cn2c(=O)oc3ccccc32)cc1	-6%	0.7	4	4%&29%	17%&4%	5%	2%	-3	1&-13
O=C(CN1c2ccccc2Sc2ccccc21)NNC(=O)Nc1cccc(Cl)c1	2%	-0.2	?	?	3.5µM*	5%	-5%	-3	-4
COc1ccc(OC)c(S(=O)(=O)N2CCC(C(=O)NCc3cccnc3)CC2)c1	2%[57.1 µM]	1.0	-20	-4%	3%	4%	-14%	-5	-2
C[C@H](CO)N1C[C@H](C)[C@@H](CN(C)C(=O)c2cc(-c3ccccc3)on2)OCc2cnnn2CCCC1=O	-3%	-2.0	1	0%	37%[activator]	-4%	-3%	5	-1
COc1ccc2nc(SCC(=O)N3CC(=O)Nc4ccccc43)c(C#N)cc2c1	-3%	3.7	-2	-4%	-22%	0%	-1%	-9	-21
Cc1c(CC(=O)O)c(=O)oc2cc(OCc3ccc(F)cc3Cl)ccc12	2%	0.7	3	-1%	-3%	-1%	-6%	-3	-2
C=CCN(Cc1ccc(OC)c(OC)c1)C(=O)N1CCOCC1	7%	-0.1	12	0%	32%[activator]	18%	-17%	-4	4
O=C(COC(=O)/C=C/c1ccccc1[N+](=O)[O-])NC(=O)NC1CCCC1	-13%	0.7	5	11%	28%	-6%	-2%	1	1
Cc1cn(C(=O)c2ccccc2)c(=S)n1-c1ccc(Br)cc1	-7%	4.6	8	-13%	?	8%	1%	·	17
Cc1ccc2nc(NC(=O)C3CCCN(S(=O)(=O)c4cnc[nH]4)C3)sc2c1 (stereo not given)	3%	1.3	2	3%	-20%	0%	-25%	-1	-6
CC(C)CN(CC(C)C)CC(O)Cn1cc(/C=C/C(=O)c2ccccc2)c2ccccc21 (stereo not given)	·	·	·	2%	11%	0%	·	·	-6
Cc1cccc2c1OCC/C2=N\NC(=O)COc1ccccc1	2%	-1.3	?	0%	0%	0%	3%	·	-28
CC1CCC2(CC1)NC(=O)N(CC(=O)NCc1ccco1)C2=O (stereo not given)	12%	-0.9	-8	-3%	-12%	-7%	3%	-4	1
COc1ccc2c(c1)CCC(=O)[C@H](O)C[C@H](c1ccccc1)OC2=O	1%	3.5	-17	2%	5%	2%	?	-11	-11
O=C(c1ccc(S(=O)(=O)N2CCCCC2)cc1)N1CCN(c2ccccc2F)CC1	2%	-2.4	-12	-5%	?	3%	-2%	21	4
The list goes on:
SMILES	WRN inhibitor	IL-2 act	DRD3 antagonist	GLP1R cytotox	GLP1R inv ag	GLP-1R agonist	PLK1 PBD block	PI5P4K alpha inh	D3 ag
O=C(CCS(=O)(=O)c1ccc(Cl)cc1)N1CCN(c2ccc(F)cc2)CC1	-9%	1.0	5	3%	-27%	0%	-5%	-2	23
Cc1onc(-c2ccccc2)c1C(=O)n1cc(Br)cn1	-2%	-2.6	16	-12%	1%	-8%	-19%	-3	1
CC1(C)CC(=O)C=C(/C=C/c2ccccc2)C1	-4%	-4.3	?	1%	-27%	7%	-2%	-4	-34
Cc1ccccc1COC(=O)c1cc([N+](=O)[O-])ccc1N1CCOCC1	-4%	-4.2	-3	-21%	?	27%	-21%	24	-16
COc1ccc(OC)c(S(=O)(=O)NC(C)c2cnn(-c3ccccn3)c2C)c1 (stereo not given)	-23%	1.1	29	-1%	13%	-1%	5%	1	9
Cc1ccc(S(=O)(=O)n2ccc3c(OCCOCCNCc4ccc(F)cc4)cccc32)cc1	10%	1.3	-8	?	?	7%	3%	2	-24
CC1CCN(S(=O)(=O)c2cccc(C(=O)N(Cc3ccccc3)c3ccccn3)c2)CC1	-5%	-3.3	7	2%	?	0%	0%	3	1
Cc1ccc(C)c(NC(=O)C(CC(=O)O)Cc2ccccc2)c1 (stereo not given)	4%	-0.4	-6	5%	13%	1%	-6%	7	1
O=[N+]([O-])c1ccc2c(c1)CO[C@@]21O[C@H](CCO)C[C@H](O)[C@H]1O	5%	0.8	0	3%	18%	-6%	-17%	0	-2
O=C(OCc1nnc(-c2ccccc2)o1)c1cn(-c2ccccc2)nc1-c1ccccc1	-10%	-0.2	22	7%	13µM*	-1%	-5%	-6	0
C[C@@H]1CCCCO[C@H](CN(C)S(=O)(=O)c2cn(C)cn2)[C@H](C)CN([C@@H](C)CO)C(=O)c2cc(NC(=O)c3ccccc3)ccc2O1	4%	3.3	13	5%	-6%	-4%	-11%	1	-5
Nc1ccc(C2(c3ccc(N)cc3)C(=O)Nc3ccccc32)cc1	4%	-1.5	-25	7%	-11%	0%	-3%	·	-18
CC(=O)c1c(C)[nH]c(C(=O)NC2=NCCS2)c1C	6%	-2.1	18	-4%	0%	4%	-10%	-1	-4
CCC(C(=O)Nc1sc(C(N)=O)c(C)c1C(=O)OC)c1ccccc1 (stereo not given)	-3%	0.0	6	-7%	-40%	33%	-11%	5	5
CC(=O)c1cc(-c2ccc(F)cc2)n(CC(=O)NCc2cccs2)c1C	14%	0.1	-5	-7%	5%	-19%	2%	-7	-8
COc1ccc(S(=O)(=O)N2CCCC2C(=O)Nc2ccc(C)cc2)cc1 (stereo not given)	-2%	1.0	7	23%	0%	0%	-10%	·	-6
CCCS(=O)(=O)NC(=O)C1(C)CCN(C(=O)c2c(F)cccc2F)C1 (stereo not given)	0%	0.1	-4	8%	0%	-5%	-7%	4	-9
CCCCC(CC)C(=O)Nc1ccc(C)c(O)c1 (stereo not given)	7%	0.4	2	6%[7.66 µM]	-5%[7.66 µM]	7%	30µM*	-3	4
O=C(COC(=O)C12CC3CC(CC(Br)(C3)C1)C2)Nc1c(F)cccc1F	-2%	-0.1	19	-2%	?	8%	1%	3	2
CC(C)C[C@H](NC(=O)C1CC(=O)N(c2ccc(F)cc2)C1)C(=O)N1CCCCC1 (stereo not given in full)	12%	-1.4	11	-6%	-5%	0%	-2%	3	3
Cc1ccc(C(=O)N/N=C/c2ccc(N3CCOCC3)cc2)c(C)c1	0%	-0.2	3	6%	1%	4%	-1%	0	6
CCOC(=O)CSc1nnc(CSc2nc3sc4c(c3c(=O)[nH]2)CCC4)n1C	-4%	-1.7	16	-11%	2%	-7%	-6%	·	-4
COc1ccc(CCN2C(=O)CC(NCc3ccc4c(c3)OCO4)C2=O)cc1OC (stereo not given)	-22%	1.2	13	-5%	-1%	6%	0%	-4	-1
CCOC(=O)c1csc(N)c1-c1ccc([N+](=O)[O-])cc1	-12%	-0.1	2	-12%	-18%	24%	?	2	4
COc1cc(OC)cc(C2=Cc3ccc(OC)cc3C(CC(C)=O)N2c2ccc(C#CCCO)cc2)c1 (stereo not given)	-3%	1.0	-10	-2%	-27%	12%	0%	24	0
O=C(CSCc1cccc(Cl)c1)N1CCN(Cc2ccc3c(c2)OCO3)CC1	4%	-3.6	-20	0%	?	2%	-7%	2	-24
CCOc1ccc(N=C(/C(C(=O)C(=O)N2CCOCC2)=C(/O)c2ccccc2)c2ccccc2)cc1	5%	0.1	2	2%	-10%	-6%	-4%	-9	3
CC(C)(C)c1ccc(CS(=O)(=O)CC2(O)CCN(C(=O)c3cccc(C(F)(F)F)c3)CC2)cc1	0%	0.2	1	7%	1%	-7%	-12%	2	1
Cc1ccc(CNc2ccc3c(c2)OCO3)cc1	-1%	0.5	-25	8%	0%	10%	-26%	·	-14
O=C(N/N=C/c1ccc(N2CCOCC2)s1)c1ccc(NS(=O)(=O)c2cccs2)cc1	-13%	-0.1	13	8%	6%	-2%	13%	?	5

Nothing new here: entries from further up.
SMILES	WRN inhibitor	IL-2 act	DRD3 antagonist	GLP1R cytotox	GLP1R inv ag	GLP-1R agonist	PLK1 PBD block	PI5P4K alpha inh	D3 ag
CCOC(=O)CSc1nnc(CSc2nc3sc4c(c3c(=O)[nH]2)CCC4)n1C	-4%	-1.7	16	-11%	2%	-7%	-6%	·	-4
COc1ccc(CCN2C(=O)CC(NCc3ccc4c(c3)OCO4)C2=O)cc1OC (stereo not given)	-22%	1.2	13	-5%	-1%	6%	0%	-4	-1
CCOC(=O)c1csc(N)c1-c1ccc([N+](=O)[O-])cc1	-12%	-0.1	2	-12%	-18%	24%	?	2	4
